MOR-DOR ag: OPRM1-OPRD1 heterodimerization agonism | P35372+P41143 | cells, luminescence | activation, % at 9.3 µM | hit rate 0.3% among 340,000; in the data active means activation above about 18%;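 further: 0% = vehicle-treated cells and 100% = reference agonist; values of inactives mirror those of a sister screen read the other way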
Target sequence (P35372 whole entry, looked up): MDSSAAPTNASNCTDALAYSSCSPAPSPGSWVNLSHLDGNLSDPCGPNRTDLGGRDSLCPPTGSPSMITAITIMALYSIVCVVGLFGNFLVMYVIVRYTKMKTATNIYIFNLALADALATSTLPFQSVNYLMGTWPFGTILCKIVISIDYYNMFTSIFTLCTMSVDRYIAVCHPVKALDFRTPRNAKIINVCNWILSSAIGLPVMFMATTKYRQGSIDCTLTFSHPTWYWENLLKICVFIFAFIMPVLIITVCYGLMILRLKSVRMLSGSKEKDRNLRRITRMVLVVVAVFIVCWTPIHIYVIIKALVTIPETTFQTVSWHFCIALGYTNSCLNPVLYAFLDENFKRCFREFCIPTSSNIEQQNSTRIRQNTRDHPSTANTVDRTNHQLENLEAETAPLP
Target sequence (P41143 whole entry, looked up): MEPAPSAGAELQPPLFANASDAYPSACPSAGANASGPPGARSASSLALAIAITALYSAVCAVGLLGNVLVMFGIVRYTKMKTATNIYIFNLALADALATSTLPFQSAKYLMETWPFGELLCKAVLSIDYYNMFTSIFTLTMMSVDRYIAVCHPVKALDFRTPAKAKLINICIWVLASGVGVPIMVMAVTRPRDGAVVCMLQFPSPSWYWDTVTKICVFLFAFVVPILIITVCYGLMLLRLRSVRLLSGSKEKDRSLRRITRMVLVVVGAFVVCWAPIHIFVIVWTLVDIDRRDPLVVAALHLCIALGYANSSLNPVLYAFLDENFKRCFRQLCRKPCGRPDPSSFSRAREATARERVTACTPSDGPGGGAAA
Pemphigus Ab inh: inhibitors of pemphigus antibody binding to human desmoglein-3; P32926; DSG3-coupled beads, scFv-anti-DSG3-GFP binding, flow cytometry; hits give low values; binding (percent of control), % at 10 µM; hit rate 0.48% among 310,000; AID 588358;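 active means binding more than 3 SD below its plate's average and above zero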;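 further: hits lower antibody fragment binding to DSG3; some compounds called inactive have numbers as strong as hits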
MOR-DOR inv ag: inverse agonist of human OPRM1-OPRD1 heterodimerization; P35372+P41143; cell-based MOR-DOR heterodimer luminescence, inverse agonism; inhibition, % at 9.3 µM; hit rate 0.21% among 340,000; AID 504357; in the data active means inhibition above about 22%, passing the limit was not always enough;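 further: 0% = cells with DMSO and 100% = wells without cells with DMSO; values of inactives mirror those of a sister screen read the other way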
phage Ecoli inh: E. coli growth loss with phage present. growth absorbance. inhibition, % at 11.9 µM. hit rate 0.26% among 360,000. AID 651602; in the data active means inhibition above about 11%
Ecoli viability: reduces bacterial viability in AddAB counter-screen | E. coli V3065 growth, OD600 absorbance, 18 h | inhibition, % at 11.9 µM | hit rate 0.27% among 330,000 | AID 449728;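 active means inhibition above the campaign's mean inhibition across all tested compounds plus 3 SD, cut at about 9.9% in these data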;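 further: uninfected addAB+ strain grown without phage in ampicillin broth; 0% = DMSO wells and 100% = ciprofloxacin 0.95 µg/ml wells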
PKA-R1A activ: activates the PKA-R1A holoenzyme complex. activation, % at 11.4 µM. P00514+P68181. PKA-R1A dissociation, Cy5-IP20 fluorescence polarization; scaled: DMSO 0%, 113 µM cGMP 100%. hit rate 0.083% among 340,000;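 active means percent activation above the mean of all tested compounds plus 3 SD, cut at about 19% in these data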;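 further: higher means more PKAc released from R1A so a rise in polarization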
AddAB inh: less growth of phage-infected E. coli with AddAB; inhibition, % at 11.9 µM; hit rate 0.29% among 330,000; AID 435030; E. coli expressing H. pylori AddAB, absorbance growth; in the data active means inhibition above about 12%;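 further: 0% = vehicle wells of infected cells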
Arrestin-AP2 inh: inhibitors of human beta-arrestin and AP2 interaction. inhibition, % at 10 µM. FITC-arrestin peptide / GST-AP2 beads, flow cytometry; AP2 beta2 appendage carries R879A mutation. AID 504490. hit rate 0.31% among 340,000;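 active means inhibition above a set limit, near 3 SD of compounds lacking own fluorescence, cut at about 54% in these data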;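 further: plate controls were DMSO wells for no effect and 5 µM unlabelled arrestin peptide for full effect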
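Measured by: flow cytometry, FL1 (488/535 nm); Material: AP2 appendage R879A on GSH beads; Evaluation: percent response; Timing: pre-incubation 12 min, peptide binding 1 h, room temperature; Also added: 50 nM FITC-arrestin peptide; Medium: PBS with 0.05% Tween 20 and 0.1% BSA.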
Tat export inh: E. coli Tat transport inhibition | E. coli MC4100 TorA-mCherry Tat export, fluorescence | inhibition, % at 10 µM | hit rate 0.036% among 340,000;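 active means mean replicate inhibition at least 50% and at least half of replicates individually reaching 50%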;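 further: exported cargo escapes ClpAP degradation while cytoplasmic cargo is degraded and loses fluorescence; 0% = median of neutral control wells and 100% = median of NaSCN control wells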
PfHsp90 yeast 2: inhibits growth of yeast expressing Plasmodium falciparum Hsp90. S. cerevisiae expressing PfHsp90, BacTiter-Glo ATP, 48 h; yeast lacking PDR1 and PDR3 efflux regulators. inhibition, % at 9.4 µM. hit rate 0.32% among 310,000;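 active means every replicate shows inhibition above about 80%, whatever the replicate mean, limit read from the data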;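 further: 0% = DMSO neutral controls and 100% = 20 µM radicicol positive controls; yeast relying on Plasmodium falciparum Hsp90 in place of its own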
Mot1-301 SUMO: blocks SUMOylation pathway, rescuing yeast Mot1-301 growth; S. cerevisiae Mot1-301 growth rescue, ATP luminescence, 38.5C; percent above DMSO median, 100 means doubled; growth rescue, % at 18.8 µM; hit rate 1% among 320,000; AID 2716;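 active means every valid replicate shows activation above 250% relative to neutral control wells; inactive means the rest, any valid replicate at or below 250%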;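 further: OY570 slx delta 5 strain wells were the positive control but not used for scaling; some compounds called inactive have numbers as strong as hits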
* hit, by the source's call; / = no result given.

Order of results: MOR-DOR ag	Tat export inh	PKA-R1A activ	Mot1-301 SUMO	phage Ecoli inh	Ecoli viability	PfHsp90 yeast 2	Pemphigus Ab inh	MOR-DOR inv ag	Arrestin-AP2 inh	AddAB inh
> Cc1ccc(C)c(CN2CCC(CNC(=O)Nc3ccc(F)c(Cl)c3)CC2)c1
  5.6	-3	-1	-10	5.6	1.6	26	105	-26	-12	0.8
> COC(=O)c1c(C)c(C)nc(N)c1C#N
  2.2	-4	-2	7	-0.2	-0.5	-11	109	-13	-3	1.9
> CC(=O)N(Cc1ccc(Cl)cc1)c1cnccn1
  -3.2	1	-4	-26	1.9	0.2	12	104	15	42	0.9
> CCCNC(=O)N1CCC(C(=O)c2ccc(F)cc2)CC1
  1.1	6	-5	1	5.1	1.6	/	105	-7	0	0.9
> O=C(CCCCC(=O)Nc1ccccc1)Nc1ccccc1
  -2.7	-2	-3	-15	2.9	0.8	5	104	12	17	3.0
> CN(Cc1ccccc1)C(=O)COC(=O)c1cc(Cl)nc(Cl)c1
  -3.8	-3	-6	-19	0.4	-1.5	-14	103	17	-10	3.0
> COc1cc(OC)cc(C(=O)Nc2ccc(-c3nc4ccccc4o3)cc2)c1
  3.5	9	0	4	3.0	-0.5	/	110	-17	-4	2.8
> CC(Oc1ccccc1F)C(=O)NN (centres undefined)
  1.1	-8	-7	0	3.1	0.9	6	95	-6	5	4.5
> Cn1c(=O)n(C)c2cc(S(=O)(=O)Nc3ccc(F)cc3)ccc21
  0.3	-9	-6	-4	1.2	-0.9	8	107	-2	34	-1.0
> CCN(C(=O)C1CCCO1)c1ccccc1 (centres undefined)
  -0.1	-5	1	-1	2.9	1.3	-6	155	0	-5	2.0
> O=C(C[C@@H]1C/C=C\C[C@H](NC(=O)OCC2c3ccccc3-c3ccccc32)C(=O)OC[C@H]2CCCN2C1=O)NCCO
  1.0	1	6	/	/	-2.5	16	94	-6	1	-0.6
> COc1cc(/C=C(\C#N)C(=O)N2CCOCC2)cc(Br)c1O
  -2.5	-1	2	10	5.9	3.8	9	85	16	-7	7.3
> Cc1ccc(-n2c3c(c(=O)[nH]c2=O)C(NS(=O)(=O)c2ccc(C)cc2)(C(F)(F)F)C(=O)N3)cc1 (centres undefined)
  -1.2	8	-1	-7	1.7	-0.8	5	96	6	-2	-0.3
> Cc1cc(C)n2ncc(/C(N)=N/OC(=O)c3ccccc3F)c2n1
  -1.4	-3	-12	-20	2.2	0.7	-7	115	8	9	1.4
> Cc1ccc(C(=O)NNC(=O)c2ccco2)cc1
  -0.9	5	4	24	-0.9	-1.1	-5	98	6	23	-0.2

An excerpt from above in order of number of heavy atoms, smallest number first:
Order of results: MOR-DOR ag	Tat export inh	PKA-R1A activ	Mot1-301 SUMO	phage Ecoli inh	Ecoli viability	PfHsp90 yeast 2	Pemphigus Ab inh	MOR-DOR inv ag	Arrestin-AP2 inh	AddAB inh
> CC(Oc1ccccc1F)C(=O)NN (centres undefined)
  1.1	-8	-7	0	3.1	0.9	6	95	-6	5	4.5
> Cc1ccc(C(=O)NNC(=O)c2ccco2)cc1
  -0.9	5	4	24	-0.9	-1.1	-5	98	6	23	-0.2
> Cc1cc(C)n2ncc(/C(N)=N/OC(=O)c3ccccc3F)c2n1
  -1.4	-3	-12	-20	2.2	0.7	-7	115	8	9	1.4
> COc1cc(OC)cc(C(=O)Nc2ccc(-c3nc4ccccc4o3)cc2)c1
  3.5	9	0	4	3.0	-0.5	/	110	-17	-4	2.8
> O=C(C[C@@H]1C/C=C\C[C@H](NC(=O)OCC2c3ccccc3-c3ccccc32)C(=O)OC[C@H]2CCCN2C1=O)NCCO
  1.0	1	6	/	/	-2.5	16	94	-6	1	-0.6

More compounds follow:
Order of results: MOR-DOR ag	Tat export inh	PKA-R1A activ	Mot1-301 SUMO	phage Ecoli inh	Ecoli viability	PfHsp90 yeast 2	Pemphigus Ab inh	MOR-DOR inv ag	Arrestin-AP2 inh	AddAB inh
> CCOC(=O)Nc1ccc2c(c1)OCO2
  0.5	-1	2	3	2.5	-0.2	-16	95	-3	21	5.1
> CCOC(=O)c1ccc(NC(=S)NC(=O)c2cncc(Br)c2)cc1
  -5.0	-9	-9	-4	2.9	-1.9	-12	84	23	-13	-2.0
> COc1ccc(NC(=O)c2cccc(NS(=O)(=O)c3ccccc3)c2)cc1
  -1.0	-6	5	32	-0.7	0.0	-10	106	5	3	1.2
> C[C@H](CO)N1C[C@H](C)[C@@H](CN(C)Cc2ccncc2)Oc2c(NS(=O)(=O)c3ccc(F)cc3)cccc2C1=O
  -1.4	-2	7	-5	3.2	1.2	15	106	7	-11	4.2
> COc1ccc(C(CNC(=O)c2ccc(S(=O)(=O)N(C)C)cc2)N2CCCCC2)cc1 (centres undefined)
  -0.1	-3	-3	7	2.1	2.8	-4	99	0	40	3.8
> c1ccc(-c2noc(CN3CCc4sccc4C3)n2)cc1
  2.4	2	-4	40	6.0	-2.5	5	95	-11	9	-0.3
> Cc1cnn(C(=O)Cn2nc(C(F)F)c(Br)c2C)c1
  -0.7	1	-1	/	4.9	/	-6	94	5	-12	/
> CC/C(=N/Nc1cccc(C)c1)c1cnnc(SC)n1
  2.5	8	0	11	-0.7	-2.9	-5	93	-16	-5	0.6
> Cc1ccc(-n2nc3ccc(N)cc3n2)cc1Cl
  0.4	14	6	10	0.2	0.5	-11	86	-2	37	1.4
> Cc1nnc(NC(=O)CSc2nc(C3CCCCC3)nc3ccccc23)s1
  -2.2	4	-9	17	3.4	-3.0	-4	95	12	2	1.4
> Cc1cc(C)c2c(=O)[nH]c(SCC(=O)c3ccc(C)c(C)c3)nc2n1
  -2.1	9	0	6	3.4	0.3	-5	91	10	-1	-2.2
> Fc1ccccc1N1CCN(C2CCCN(Cc3ccccc3C(F)(F)F)C2)CC1 (centres undefined)
  0.9	15	4	-16	0.7	0.3	6	100	-4	-12	1.2
> COc1ccc(C(=O)c2c[nH]c(C(=O)NCc3ccco3)c2)cc1
  -1.7	2	-4	-1	5.2	3.1	-6	106	7	-6	3.2
> COc1ccc2[nH]cc(CCNC(=O)c3ccccc3Cl)c2c1
  -1.3	-2	-6	-22	2.5	-1.4	12	104	6	-2	-0.9
> COc1ccc(-c2[nH]ncc2-c2cscn2)c(O)c1
  /	-6	/	4	4.6	0.4	-24	106	/	5	0.6
> COc1ccc(NC(=O)CCc2nnc3ccc(N4CCN(c5cccc(OC)c5)CC4)nn23)cc1
  -1.4	9	-1	-4	3.0	-0.9	-14	102	7	14	0.1
> CCn1c(=O)cc(OCC(=O)NCCCN2CCC(C)CC2)c2ccccc21
  -1.3	0	-9	-14	0.9	-1.9	/	/	7	1	-0.3
> Cc1ccc(NC(=O)C2CCCO2)c(Br)c1 (centres undefined)
  -1.3	1	-10	-2	1.3	-0.7	9	99	6	3	-2.1
> Cc1ccccc1C(=O)NCC(=O)OCCOc1ccc(C(C)C)c(C)c1
  3.9	11	-6	-6	1.4	0.0	/	107	-25	3	1.4
> CC(=O)NCc1ccc(-c2csc(NC(=O)CCc3nc4ccccc4c(=O)[nH]3)n2)s1
  -0.7	0	-2	6	0.1	-0.7	/	91	4	53	-1.0
> CCN1C[C@@H]2[C@@H]3C(=O)N(Cc4ccccc4)C(=O)[C@@H]3[C@](CC)(C1=O)N2C(=O)c1ccc(Br)cc1
  -2.6	-8	-12	/	2.9	/	16	105	14	3	/
> Cc1csc(NC(=O)c2ccc(Cl)nc2)n1
  -2.0	-6	13	-8	2.7	0.0	-19	103	12	-5	0.2
> CCOc1ccc2oc(-c3ccccc3)c(C(=O)N3CCN(C)CC3)c2c1
  -2.4	6	4	3	0.7	-1.1	11	100	12	2	0.8
> C=CCC1c2cccc(C(=O)O)c2C(=O)N1c1ccc(F)cc1 (centres undefined)
  0.0	-7	-11	-2	2.9	0.4	7	97	0	26	1.7
> COc1ccc(C(=O)CCC(=O)O)cc1
  0.2	9	-3	253	2.6	-2.5	-1	109	-1	-1	1.2
> CCCCN(CC)CCNc1c(NC2CCN(C(=O)OCC)CC2)c(=O)c1=O
  -0.3	18	3	-3	0.1	2.1	3	104	2	18	0.9
> Cc1cccc(OCCC(=O)Nc2ccccc2C(N)=O)c1
  -2.1	7	6	2	0.0	2.1	18	98	11	2	2.4
> C[C@H]1CN([C@@H](C)CO)C(=O)Cc2cc(NC(=O)Cc3ccccc3)ccc2O[C@H]1CN(C)S(=O)(=O)c1cccs1
  -0.6	4	1	5	2.0	-3.1	3	98	3	30	-0.1
> CCCCCCCCCCCC(=O)N1CC(=O)NC(=O)C1
  /	1	/	24	1.0	-1.2	-20	96	/	5	1.0
> CCSc1ccccc1C(=O)Nc1nncs1
  -2.4	-7	-6	-3	1.1	0.0	19	/	15	-1	2.0
> CCOc1ccc(C2C(C#N)=C(C)NC3=C2C(=O)c2ccccc23)cc1 (centres undefined)
  2.1	-6	9	/	0.2	2.2	13	94	-11	7	0.5
> O=[N+]([O-])c1cc([N+](=O)[O-])c(Oc2ccc(F)cc2F)cc1NN1CCCCC1
  -2.0	20	11	6	4.0	0.5	7	99	11	-4	2.3
> Cc1ccccc1OCC(O)Cn1c(NCc2ccco2)nc2c1c(=O)n(C)c(=O)n2C (centres undefined)
  2.5	0	-5	-18	1.9	-0.3	-26	100	-14	-1	-0.5
> Cc1onc(-c2ccccc2)c1C(=O)NCCc1ccc(S(N)(=O)=O)cc1
  -0.5	-5	1	459	2.5	0.8	18	/	2	41	3.0
> C=CCn1c(-c2cccn(Cc3ccc(Cl)cc3Cl)c2=O)n[nH]c1=S
  -3.4	-5	3	461	3.5	1.2	12	/	17	33	0.3
> Cc1ccc(NC(=O)CCS(=O)(=O)c2ccccc2)cc1S(=O)(=O)N1CCCCCC1
  0.5	4	-2	/	4.2	/	-4	102	-3	58*	/
> C=CCNC(=O)CSc1nc2cc(C(=O)OCC)ccc2n1CC
  -0.5	4	1	4	5.1	-1.4	-20	104	3	1	0.6
> Cc1ccc(NC(=S)N(Cc2ccccc2)Cc2cccs2)c(C)c1
  0.5	-12	-10	-16	2.9	-1.9	/	121	-2	23	0.0
> COc1ccc(NC(=O)c2c(Nc3ccccc3)sc(C(=O)c3ccc(F)cc3)c2N)cc1
  0.0	-2	-3	242	0.8	-2.2	-60	96	0	-2	1.3
> CN(C)/C=N/C(=S)Nc1cc(Cl)cc(Cl)c1
  -2.8	4	2	0	6.2	0.2	13	96	14	-8	0.2
> CCOC(=O)N1CCN=C1SCc1ccc(Cl)c(Cl)c1
  0.0	5	-2	115	0.1	-1.1	4	73	0	-14	1.2
